OPRM1-OPRD1 inv: inverse agonist of human OPRM1-OPRD1 heterodimerization; cell-based MOR-DOR heterodimer luminescence, inverse agonism; inhibition, % at 9.3 µM; actives 0.21% (n = 340,000); in the data active = inhibition above about 22%, passing the limit was not always enough;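 also: 0% = cells with DMSO and 100% = wells without cells with DMSO; values of inactives mirror those of a sister screen read the other way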
HTR5A ag ctr: HTR5A agonism, opioid heterodimer counter-screen | P47898 | HTR5A agonist assay, luminescence, cell-based | activation, % at 9.3 µM | actives 0.61% (n = 340,000); in the data active = activation mostly above about 9.5%, no sharp cut-off; inactive = mostly below about 7.6%;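 also: 0% = cells with vehicle only and 100% = reference agonist; strong numbers were not always called active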
Target sequence (P47898 whole entry, looked up): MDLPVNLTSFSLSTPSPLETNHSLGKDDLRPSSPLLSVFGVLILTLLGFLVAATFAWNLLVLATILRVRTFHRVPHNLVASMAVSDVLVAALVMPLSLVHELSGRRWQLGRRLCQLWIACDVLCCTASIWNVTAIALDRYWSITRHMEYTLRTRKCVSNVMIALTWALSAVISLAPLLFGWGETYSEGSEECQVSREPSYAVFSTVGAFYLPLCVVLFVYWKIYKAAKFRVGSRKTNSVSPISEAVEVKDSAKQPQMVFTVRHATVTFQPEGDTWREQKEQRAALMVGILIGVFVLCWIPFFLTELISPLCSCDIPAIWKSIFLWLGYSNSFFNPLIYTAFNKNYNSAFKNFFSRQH
Keap1 Nrf2 FP: disrupts human Keap1 binding to Nrf2 peptide | Keap1 Kelch-Nrf2 peptide fluorescence polarization, 1536-well | actives 0.15% (n = 340,000) | AID 504523 | Q14145 | inhibition, % at 9.4 µM; in the data active = inhibition above about 12%;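 also: human Keap1 Kelch domain with fluorescein labeled Nrf2 9mer peptide probe; 0% = neutral control wells and 100% = peptide positive control; higher means more block of Keap1 binding to Nrf2 peptide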
Target sequence (Q14145 whole entry, looked up, the tested form may be a part): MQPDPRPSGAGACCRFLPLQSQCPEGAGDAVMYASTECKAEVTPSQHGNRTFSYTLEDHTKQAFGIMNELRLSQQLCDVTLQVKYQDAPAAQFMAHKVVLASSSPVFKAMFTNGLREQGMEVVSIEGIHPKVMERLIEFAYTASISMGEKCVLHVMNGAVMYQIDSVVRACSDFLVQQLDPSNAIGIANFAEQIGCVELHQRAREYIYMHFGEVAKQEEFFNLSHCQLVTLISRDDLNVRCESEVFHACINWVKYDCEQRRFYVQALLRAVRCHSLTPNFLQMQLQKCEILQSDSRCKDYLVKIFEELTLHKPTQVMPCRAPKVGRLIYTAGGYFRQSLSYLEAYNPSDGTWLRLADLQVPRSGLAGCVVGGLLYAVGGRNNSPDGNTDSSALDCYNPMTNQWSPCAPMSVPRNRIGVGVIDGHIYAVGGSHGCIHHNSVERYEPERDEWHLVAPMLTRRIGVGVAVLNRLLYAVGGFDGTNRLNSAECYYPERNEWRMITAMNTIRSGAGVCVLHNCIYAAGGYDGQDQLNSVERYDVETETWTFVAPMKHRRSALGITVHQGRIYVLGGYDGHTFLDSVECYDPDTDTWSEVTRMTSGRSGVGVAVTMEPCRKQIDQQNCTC
HTR5A inv ctr: inverse agonist of human HTR5A in OPRM1-OPRD1 counter-screen | P47898 | HTR5A cell line, luminescence, inverse agonism | inhibition, % at 9.3 µM | actives 0.083% (n = 340,000); in the data active = inhibition mostly above about 23%, no sharp cut-off; inactive = mostly below about 18%;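 also: 0% = cells with DMSO and 100% = no-cell wells with DMSO; some compounds called inactive have numbers as strong as hits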
OPRM1-OPRD1 ag: agonists of human mu-delta opioid receptor heterodimerization. P35372+P41143. cells, OPRM1-OPRD1 heterodimerization, luminescence. activation, % at 9.3 µM. actives 0.3% (n = 340,000); in the data active = activation above about 18%;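 also: 0% = vehicle-treated cells and 100% = reference agonist; values of inactives mirror those of a sister screen read the other way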
CAL-PDZ inh HTS: blocks peptide binding to the human CAL PDZ domain. Q9HD26. purified CAL PDZ, TMR-peptide fluorescence polarization, 1 h. inhibition, % at 24.9 µM. actives 0.92% (n = 300,000). AID 602252;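 active = mean inhibition of at least 30% with at least half of replicates also reaching 30%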;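 also: 0% = DMSO neutral control and 100% = excess unlabeled competitor peptide PRC23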
C-LANA FP: inhibitors of KSHV LANA C-terminal domain DNA binding; MBP-C-LANA/FAM-LBS DNA binding, fluorescence polarization; inhibition, % at 9 µM; actives 0.078% (n = 340,000); AID 504423;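 active = highest replicate inhibition at or above 60% at 9 µM, even if other replicates fall short; inactive = all replicates below 60% inhibition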;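 also: 0% = neutral control wells and 100% = 4 µM acridine orange control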
V-ATPase pH: yeast V-ATPase proton transport regulation by pHLuorin; response, % at 10 µM; S. cerevisiae, pHLuorin cytosolic pH fluorescence; actives 0.37% (n = 350,000); in the data active = response mostly above about 7.3%, no sharp cut-off; inactive = mostly below about 5.4%; also: actives read high; inactives centre near 0; some compounds called inactive have numbers as strong as hits; reference of the scale not given here
Cardiac RTF inh: cardiac RTF calcium desensitization | AID 493244 | inhibition, % at 7.15 µM | IANBD-labeled cardiac RTF, Ca2+ fluorescence | P19429+P45379 | actives 0.12% (n = 340,000);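 active = inhibition above the mean inhibition of all tested compounds plus 3 SD, cut at about 17% in these data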;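 also: assay run at fixed EC70 calcium of 1.6 mM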
cardiac RTF act: cardiac RTF calcium sensitization; P19429+P45379; activation, % at 7.2 µM; actives 0.24% (n = 340,000); IANBD-labeled TnC RTF fluorescence at EC20 calcium; 0% EC20 calcium, 100% full calcium;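 active = activation above the mean over all tested compounds plus 3 SD, cut at about 30% in these data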;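 also: rise in fluorescence read as greater calcium sensitivity of cardiac thin filaments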
The depositor's hits bear a star; / = not tested or not shown. Hits appear at their usual frequency; 2.8% or so of the library scored in one or more.

SMILES | OPRM1-OPRD1 inv | HTR5A ag ctr | Keap1 Nrf2 FP | HTR5A inv ctr | OPRM1-OPRD1 ag | CAL-PDZ inh HTS | C-LANA FP | V-ATPase pH | Cardiac RTF inh | cardiac RTF act
CSc1nc2cc3c(cc2n1C(=O)c1ccc(C)cc1)OCCO3 | -2 | 0 | -2 | 12 | 0.3 | -1 | -0.5 | -2 | 6 | -1
COCCN=C1Sc2nc3ccc(C)cc3cc2CN1Cc1cccs1 | -5 | 1 | -7 | -2 | 0.8 | -3 | 0.3 | -3 | -14 | 4
CCOC(=O)C1CCCN(S(=O)(=O)c2ccc3c4c(cccc24)C(=O)N3CC)C1 (configuration not stated) | -4 | -6 | -4 | 16 | 0.9 | -1 | -2.3 | -1 | 8 | 4
COc1ccc(C(=O)N2CC3(CC(c4cccc(NC(=O)CC(c5ccccc5)c5ccccc5)c4)=NO3)C[C@H]2C(N)=O)cc1 (some centres not stated) | -12 | -2 | -5 | 4 | 2.1 | -2 | 0.1 | 1 | -4 | 6
CC(=O)Oc1ccc(-c2cccc(C(=O)NCCO)c2)cc1 | 5 | -3 | -3 | 1 | -0.9 | -2 | -1.5 | 0 | 0 | -2
Cc1c(NC(=O)C2Cc3ccccc3CN2C(=O)c2ccco2)c(=O)n(-c2ccccc2)n1C (configuration not stated) | 3 | 0 | -3 | 2 | -0.6 | 0 | 0.9 | -2 | -16 | -1
Cc1ccc(OCCOCCn2cnc3ccccc3c2=O)c([N+](=O)[O-])c1 | 5 | -4 | 0 | -35 | -0.9 | -2 | -0.8 | -2 | -6 | 3
COc1ccc(Nc2nc3ccccc3nc2NS(=O)(=O)c2cccs2)c(OC)c1 | 8 | -4 | -5 | 21 | -1.6 | -4 | 2.7 | 3 | -10 | 11
COc1ccc(/C=N/OC/C(O)=C(\C#N)c2nc3ccccc3[nH]2)cc1 | 5 | 3 | 5 | 7 | -1.1 | / | -0.4 | -2 | -10 | 0
CCN(CC)CCN(Cc1cc2ccc(C)c(C)c2[nH]c1=O)C(=S)NCc1ccco1 | -3 | -5 | -3 | 12 | 0.5 | -3 | -0.2 | 0 | 1 | -1
Cc1cccc(OCc2nnc(SCC(=O)N(C(C)C)C(C)C)n2Cc2ccco2)c1C | -8 | -1 | 0 | -8 | 1.4 | -6 | -1.0 | / | -2 | -9
COCCn1c(=N)c(S(=O)(=O)c2ccc(F)cc2)cc2c(=O)n3ccccc3nc21 | 11 | -5 | 6 | 19 | -2.0 | -4 | 14 | -2 | -3 | 4
COc1ccc(C)cc1NC(=O)CCN1CCN(C/C=C/c2ccccc2)CC1 | -7 | 0 | 3 | 0 | 1.4 | -5 | 2.4 | -3 | -5 | 1
COc1ccc(-c2cn3cc(C)ccc3n2)cc1OC | 10 | 5 | 1 | 6 | -1.6 | 1 | 0.4 | 3 | -3 | -3
O=C(COC(=O)CNC(=O)c1cccc([N+](=O)[O-])c1)Nc1nc2ccccc2s1 | -2 | -7 | 1 | 23 | 0.4 | 1 | 0.9 | 1 | -5 | 0
CN(C)CCn1c2c(c(SCC(=O)Nc3ccc4c(c3)OCCO4)nc1=O)CCCC2 | 4 | -1 | 2 | 4 | -0.6 | -1 | 1.8 | 0 | 6 | -3
COCCNC(=O)/C(C#N)=C/c1c(N2CCN(c3ccc(OC)cc3)CC2)nc2c(C)cccn2c1=O | 16 | 4 | 4 | -15 | -2.8 | -9 | -1.4 | 2 | -7 | -2
O=C1CC(c2ccc(F)cc2)Cc2nc(N3CCN(c4ccccc4)CC3)ncc21 (configuration not stated) | 5 | -3 | -5 | -19 | -1.1 | 1 | -1.1 | -2 | -3 | -4
Cc1ccc(CSc2nnc(-c3cccs3)n2C)cc1 | 19 | 0 | 2 | 13 | -3.3 | -1 | 0.1 | -2 | -7 | 13
O=C(Nc1nc2ccccc2n1CCN1CCOCC1)c1ccc(COc2ccccc2Br)o1 | / | / | -4 | / | / | -3 | 0.8 | / | -3 | -4
C#CCOCCOCCOCCNc1nc(N2CCN(C(=O)[C@H]([C@@H](C)CC)n3cc([C@@H](N)Cc4ccc(O)cc4)nn3)CC2)nc(N2CCN(C(=O)[C@H]([C@@H](C)CC)n3cc([C@@H](N)Cc4ccc(O)cc4)nn3)CC2)n1 | 9 | 1 | -4 | -29 | -1.6 | -4 | -0.2 | -1 | 2 | -1
CC1(C)CCc2c([nH]c3ccccc3c2=O)O1 | 4 | 0 | -4 | 0 | -0.9 | 6 | 1.9 | 3 | -8 | 10
CC(C)OC(=O)C1C(=O)CC(C)(O)C(C(=O)OC(C)C)C1c1ccccc1 (configuration not stated) | 2 | 0 | 0 | -1 | -0.3 | -4 | 0.6 | -4 | -17 | -6
CCOC(=O)CC1C(=O)NCCN1C(=O)c1cccc(C(F)(F)F)c1 (configuration not stated) | 17 | -2 | 1 | -20 | -2.8 | 0 | 0.4 | 1 | 3 | 2
O=C(CCN1C(=O)NC2(CCCC2)C1=O)Nc1cccc(S(=O)(=O)N2CCOCC2)c1 | 2 | 2 | -1 | -4 | -0.6 | -2 | -0.4 | 2 | -8 | 6
O=C(CSc1ccsc1[N+](=O)[O-])Nc1cc(F)ccc1F | 8 | -3 | -8 | 6 | -1.6 | -2 | 2.2 | 2 | 3 | -2
CCN(CC)S(=O)(=O)c1cccc(-c2nnc(SCC(N)=O)n2N)c1 | 9 | -1 | -2 | 2 | -1.8 | -6 | -1.1 | -2 | 7 | 1
COc1ccc(/C=C/C(=O)Nc2ccc(S(=O)(=O)Nc3onc(C)c3C)cc2)cc1OC | 17 | 5 | 1 | -12 | -3.3 | -14 | -3.0 | 6 | -1 | 2
Cc1ccc(S(=O)(=O)N(C)c2ccc(C(=O)Nc3ccccn3)cc2)cc1 | 15 | -1 | 6 | 9 | -3.0 | / | -1.3 | -4 | -9 | -3
CCOc1ccc(NC(=S)NC(=O)c2cncc(Br)c2)cc1 | 3 | -1 | -7 | -2 | -0.7 | 3 | -1.4 | 2 | -14 | 12
CCc1nnc(NC(=O)C2(C)COC(c3ccc(OC)cc3)OC2)s1 (configuration not stated) | 6 | 5 | -1 | -13 | -1.3 | -4 | 8.7 | 3 | -1 | 2
Cc1cc(C)nc(N(C#N)Cc2ccc(Br)cc2)n1 | -8 | 0 | -1 | 0 | 1.2 | -1 | -1.0 | 0 | -5 | 7
Nn1c(SCc2ccccn2)nncc1=O | 14 | 0 | -4 | 15 | -2.8 | -4 | 0.4 | -3 | 4 | 0
Cc1ccc(N=CC2=C(O)CC(C)(C)CC2=O)nc1 | 13 | -3 | 3 | 9 | -2.4 | -3 | 4.3 | -3 | -8 | 5
CN(C)S(=O)(=O)c1ccc(NC(=O)C2COc3ccccc3O2)cc1 (configuration not stated) | 8 | -2 | 2 | 6 | -1.7 | -2 | -2.9 | 0 | 1 | 8
COc1cccc(-n2c(SCC#N)nnc2-c2cnccn2)c1 | 4 | -5 | -6 | 15 | -0.7 | / | 1.2 | 2 | -3 | -3
Cc1nc2ccccn2c1P(=Nc1ccccc1)(N(C)C)N(C)C | -6 | 7 | 2 | -20 | 1.0 | -1 | 1.5 | 0 | -7 | -2
CC(C)CN(C(=O)COC(=O)CNC(=O)c1ccccc1)c1c(N)n(Cc2ccccc2)c(=O)[nH]c1=O | 7 | -4 | 2 | 1 | -1.1 | -5 | -3.7 | 0 | -1 | -7
CCCOc1ccc(C(C)=O)cc1CC(C(=O)OCC)C(=O)OCC | 5 | -4 | -2 | -25 | -0.9 | 2 | -0.3 | 2 | -8 | 1
COc1ccc(-n2cnc3cc(NC(=O)c4ccco4)ccc32)cc1 | 3 | -1 | -4 | -7 | -0.6 | / | -1.4 | 0 | -8 | -1
Cc1cc(NS(=O)(=O)c2ccc(NC(=O)CCCOc3ccccc3C)cc2)no1 | 13 | 5 | -4 | -16 | -2.5 | -3 | -1.5 | 2 | -5 | -6
O=C1CC2(CCN(C(=O)c3c(F)cccc3Cl)CC2)Oc2ccccc21 | 13 | -5 | -7 | 12 | -2.5 | -3 | -0.5 | -2 | 0 | 3
O=C(COc1ccc([N+](=O)[O-])cc1)Nc1nnc(-c2cccnc2)s1 | 14 | 7 | -3 | 11 | -2.7 | -1 | -1.3 | -3 | 3 | -2
CC(=O)N(C)c1ccc(NC(=O)C(F)(F)F)cc1 | 4 | 10 | -5 | -12 | -0.7 | 1 | -0.4 | 0 | -3 | 5
COc1ccc(N2CCN(S(=O)(=O)c3ccc(-c4cc(C)no4)s3)CC2)cc1 | 1 | 0 | 0 | -7 | -0.2 | -6 | 0.1 | -1 | 5 | -2

Some of the entries above, set out differently.
Results follow in this order: OPRM1-OPRD1 inv, HTR5A ag ctr, Keap1 Nrf2 FP, HTR5A inv ctr, OPRM1-OPRD1 ag, CAL-PDZ inh HTS, C-LANA FP, V-ATPase pH, Cardiac RTF inh, cardiac RTF act
CCCOc1ccc(C(C)=O)cc1CC(C(=O)OCC)C(=O)OCC
→ 5, -4, -2, -25, -0.9, 2, -0.3, 2, -8, 1
COc1ccc(-n2cnc3cc(NC(=O)c4ccco4)ccc32)cc1
→ 3, -1, -4, -7, -0.6, /, -1.4, 0, -8, -1
Cc1cc(NS(=O)(=O)c2ccc(NC(=O)CCCOc3ccccc3C)cc2)no1
→ 13, 5, -4, -16, -2.5, -3, -1.5, 2, -5, -6

Later entries:
SMILES | OPRM1-OPRD1 inv | HTR5A ag ctr | Keap1 Nrf2 FP | HTR5A inv ctr | OPRM1-OPRD1 ag | CAL-PDZ inh HTS | C-LANA FP | V-ATPase pH | Cardiac RTF inh | cardiac RTF act
COc1ccc(Cc2c(O)nc(SCC(=O)c3ccc(OC)cc3)[nH]c2=O)cc1 | 4 | -4 | 0 | 11 | -0.7 | -2 | 2.9 | -4 | -3 | 1
CSc1cccc(NS(=O)(=O)c2cn(C)cn2)c1 | 8 | -2 | 0 | 12 | -1.6 | -4 | -0.1 | -2 | -1 | -4
CCOC(=O)c1cnc(-c2ccccc2)nc1-c1ccccc1 | 4 | 0 | 5 | -2 | -0.9 | -4 | 1.1 | -1 | -15 | 1
O=S(=O)(NCc1ccccc1Cl)c1cnc[nH]1 | 11 | 1 | -4 | -2 | -1.8 | -1 | 0.2 | -2 | -1 | 4
CCOC(=O)Cn1c(=NC(=O)c2ccc([N+](=O)[O-])s2)sc2ccccc21 | -15 | -1 | -13 | -6 | 3.0 | 0 | 1.4 | -7 | -12 | 7
Cc1nc(-n2[nH]c3c(c2=O)CCCC3)[nH]c(=O)c1Cc1ccccc1 | 37* | -6 | -24 | 28 | -6.0 | -3 | -1.9 | 0 | -28 | 33*
O=C(CSc1ccsc1[N+](=O)[O-])NCCc1ccc(Cl)cc1 | 14 | 2 | -2 | 10 | -2.4 | 0 | 1.9 | -3 | 11 | 0

Compounds listed so far that have a CF3 group (2):
SMILES | OPRM1-OPRD1 inv | HTR5A ag ctr | Keap1 Nrf2 FP | HTR5A inv ctr | OPRM1-OPRD1 ag | CAL-PDZ inh HTS | C-LANA FP | V-ATPase pH | Cardiac RTF inh | cardiac RTF act
CCOC(=O)CC1C(=O)NCCN1C(=O)c1cccc(C(F)(F)F)c1 (configuration not stated) | 17 | -2 | 1 | -20 | -2.8 | 0 | 0.4 | 1 | 3 | 2
CC(=O)N(C)c1ccc(NC(=O)C(F)(F)F)cc1 | 4 | 10 | -5 | -12 | -0.7 | 1 | -0.4 | 0 | -3 | 5

Compound activity deposited in PubChem BioAssay by several laboratories.
